PABP1 MLLE inh = blocks PAM2 peptide binding to the PABP1 MLLE domain | P11940 | GST-MLLE / FITC-PAM2 fluorescence polarization | inhibition, % at 20 µM | 0.36% of 360,000 active; in the data active = inhibition above about 35%, passing the limit was not always enough;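 also: plate controls were DMSO wells with GST-MLLE for no effect and wells lacking GST-MLLE protein for full effect; some results filed as inactive read as strong as hits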
NRP1-CendR mod = modulators of CendR peptide binding to human neuropilin-1. AID 602438. FAM-RPARPAR peptide binding to NRP-1, fluorescence polarization. 0.85% of 360,000 active. inhibition, % at 25 µM;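 active = inhibition or corrected inhibition above about 18%, plus a signal ratio from 0.5 to 1.5, limit read from the data, passing the limit was not always enough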; also: strong numbers were not always called active
E coli Lon inh = inhibitors of E. coli Lon protease. inhibition, % at 7.94 µM. purified E. coli Lon protease, fluorescence polarization. P0A9M0. 0.42% of 360,000 active; in the data active = inhibition above about 13%, passing the limit was not always enough;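 also: 0% = enzyme with probe and DMSO and 100% = no enzyme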
Target sequence (P0A9M0 whole entry, looked up): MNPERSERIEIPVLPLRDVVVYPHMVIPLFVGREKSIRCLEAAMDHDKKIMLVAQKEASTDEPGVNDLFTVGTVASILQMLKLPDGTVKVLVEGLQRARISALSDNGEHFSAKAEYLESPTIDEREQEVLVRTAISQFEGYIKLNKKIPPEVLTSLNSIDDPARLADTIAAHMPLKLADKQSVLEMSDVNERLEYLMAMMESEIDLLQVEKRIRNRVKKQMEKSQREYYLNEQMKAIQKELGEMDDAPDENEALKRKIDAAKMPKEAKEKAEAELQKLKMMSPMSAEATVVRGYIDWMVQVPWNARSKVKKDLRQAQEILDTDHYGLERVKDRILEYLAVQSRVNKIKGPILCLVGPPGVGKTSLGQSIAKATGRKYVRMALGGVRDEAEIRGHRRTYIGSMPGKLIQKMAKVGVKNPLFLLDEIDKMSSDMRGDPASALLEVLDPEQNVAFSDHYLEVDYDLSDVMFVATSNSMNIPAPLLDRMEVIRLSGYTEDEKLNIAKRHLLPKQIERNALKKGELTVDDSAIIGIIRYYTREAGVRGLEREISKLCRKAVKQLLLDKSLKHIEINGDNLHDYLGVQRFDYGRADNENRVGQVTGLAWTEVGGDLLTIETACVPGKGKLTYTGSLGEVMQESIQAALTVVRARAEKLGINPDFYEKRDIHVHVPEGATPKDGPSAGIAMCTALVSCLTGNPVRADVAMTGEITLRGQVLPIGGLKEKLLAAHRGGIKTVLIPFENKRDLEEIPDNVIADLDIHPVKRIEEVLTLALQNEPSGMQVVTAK
MT1-MMP act inh = MT1-MMP (human) activation inhibition | AID 651647 | 0.061% of 360,000 active | GFP/RFP ratio change, % at 20 µM | HT1080 RFP-PRO-GFP cells, GFP/RFP ratio fluorescence, overnight; percent of plate control window, DMSO zero | P50281;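 active = GFP/RFP ratio change of at least 30% with cell ATP level not reduced by more than half and red fluorescence within 50% of control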; also: strong numbers were not always called active
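Test system: HT1080 RFP-PRO-GFP cells; Benchmarks: DMSO and RFP-L50D-GFP cell wells; Timing: cells overnight before dosing, compound overnight, 37 °C, 5% CO2; Compound: one 20 µM compound dose with 1% DMSO; Read-out: GFP/RFP fluorescence ratio.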
FAS TE block = blocks the thioesterase domain of human fatty acid synthase; P49327; recombinant FAS-TE, OMFH fluorogenic substrate, fluorescence endpoint; inhibition, % at 15 µM; 0.67% of 360,000 active;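 active = compounds whose normalised, plate-corrected inhibition of enzyme fluorescence in the single-dose primary screen is 50% or more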;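 also: 0% = DMSO with enzyme and 100% = substrate without enzyme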
MsrA inhibitor = inhibits bovine methionine sulfoxide reductase A; purified bovine MsrA, absorbance read-out; inhibition, % at 15.5 µM; 0.75% of 360,000 active; in the data active = inhibition above about 4.5%;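 also: 0% = vehicle wells with enzyme and 100% = reference inhibitor wells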
SKN-1 block = inhibitors of C. elegans SKN-1; C. elegans VP596 Pgst-4::GFP/RFP ratio, acrylamide-induced, 24 h; inhibition, % at 21.8 µM; 0.49% of 360,000 active; AID 624304;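 active = interference check ratio from 0.5 to 1.5 plus GFP to RFP signal ratio inhibition reaching or exceeding a fixed threshold, cut at about 30% in these data, passing the limit was not always enough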; also: some compounds called inactive have numbers as strong as hits
Tb MetRS inh = blocks T. brucei methionyl-tRNA synthetase activity | inhibition, % at 11.9 µM | 0.4% of 360,000 active | purified T. brucei MetRS, ATP depletion, Kinase-Glo luminescence;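 active = inhibition above a per-plate cutoff of the control wells' mean inhibition plus 3 SD, cut at about 5.5% in these data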;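 also: 0% = DMSO wells median and 100% = median of wells with control inhibitor compound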
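System: purified T. brucei MetRS enzyme / Detection: Kinase-Glo luciferase luminescence reporting remaining unconsumed ATP / Medium: HEPES buffer with MgCl2, KCl, DTT, spermine, BSA, pyrophosphatase / Replication: singlicate, one well per compound / Evaluation: percent inhibition relative to median high and low control wells / Schedule: 2 h aminoacylation at 25 °C after 15 min preincubation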
MsrA act = activates bovine MsrA enzyme. purified bovine MsrA, absorbance read-out. activation, % at 10.6 µM. 0.3% of 360,000 active. AID 602163; in the data active = activation above about 7.5%;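 also: 0% = vehicle and 100% = reference activator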
Active calls of the source: *; · = not tested or not shown.

SMILES	PABP1 MLLE inh	NRP1-CendR mod	E coli Lon inh	MT1-MMP act inh	FAS TE block	MsrA inhibitor	SKN-1 block	Tb MetRS inh	MsrA act
O=C(C(=O)N1CCC(c2ccccc2)CC1)c1cccc([N+](=O)[O-])c1	·	-6	·	0	·	0.1	11	-0.8	·
CCOC(=O)c1cnc2nc(N3CCOCC3)nn2c1N	10	4	-2	-1	-10	-0.6	8	-0.8	-6
COc1ccccc1C1CCN(Cc2cccc(C(=O)N3CCC(O)CC3)c2)CC1	1	6	-4	-1	-4	·	0	-1.5	-7
CC(C)(C)c1ccc(OCCC(=O)OCC(=O)NC2CCCCC2)cc1	10	-6	-5	4	57*	-0.9	16	-0.6	-3
Cc1cc(C)n(CCC(=O)N2CCN(S(=O)(=O)c3ccc(C)c(C)c3)CC2)n1	12	4	0	1	-4	0.6	-5	0.3	-2
COC(=O)C1(C(=O)OC)C/C=C\CN(S(=O)(=O)c2ccccc2[N+](=O)[O-])CC1	·	-10	-9	4	0	0.1	15	0.1	-3
CCCCOCCCNCC(=O)Nc1ccc(S(N)(=O)=O)cc1	1	2	-3	1	-3	0.4	-5	-0.1	-1
Cc1ccc2cc(CN(Cc3ccc(F)cc3)Cc3nnnn3C3CCCC3)c(=O)[nH]c2c1	-12	-1	-4	-5	29	-0.9	12	-0.6	-2
Cn1ccnc1SCC(=O)c1cccc(C(F)(F)F)c1	-81	-36	-7	0	-3	-0.4	12	0.4	-5
Cc1ccc(CSc2ncnc3onc(C)c23)cc1	-7	-4	5	0	26	-0.6	-1	0.1	-2
c1ccc(CN2CCC(=NNc3nc4ccccc4[nH]3)CC2)cc1	-31	11	6	4	-21	-0.1	-4	1.4	-12
COc1ccc(/C(N)=N/O)cc1O	-9	-6	0	1	-9	-0.9	-12	-0.5	-5
O=C(NC1CCCC1)c1cccc(Cl)c1	9	2	-5	2	-2	-0.4	13	-0.4	0
CCCCc1nnc2c(N(C)S(=O)(=O)c3ccccc3)nc3ccccc3n12	10	4	12	1	0	0.9	11	-0.3	-3
N#Cc1c(-c2ccccc2F)cc(C2CC2)nc1SCC(=O)c1cccs1	-1	-5	13	-90	35	0.4	4	-1.2	-4
Cc1ccc(C(=O)N2CC(=O)Nc3ccccc32)o1	8	0	14	-4	-10	0.2	10	-0.4	0
O=C(CN1C(=O)C2CCCCC2C1=O)Nc1cccc([N+](=O)[O-])c1 (stereo not given)	-3	-1	1	1	6	0.8	6	-0.4	-7
CC(=O)N1CCN(C(=O)c2cc(S(=O)(=O)N3CCCCC3)ccc2Cl)CC1	0	-5	1	3	-5	1.4	15	0.0	3
O=C1NC[C@@H](Cc2cccc3ccccc23)N(CCc2cc(C(F)(F)F)cc(C(F)(F)F)c2)C1=O	1	-5	-8	-5	24	0.2	4	-0.1	0
Cc1ccc(NC(=O)c2c(-c3ccccc3Cl)noc2C)nc1	13	5	-1	-3	-2	0.8	1	-0.7	-4
CCSc1ncnc2c1oc1ccccc12	0	-9	-6	4	2	0.7	4	-0.3	0
Cc1ccc(C(=O)O)c(C(=O)Nc2nc3ccccc3s2)c1	6	6	-1	-1	-2	1.6	-2	0.2	0
COc1cc(-c2cc(C(=O)NCCc3ccc(S(N)(=O)=O)cc3)c3ccccc3n2)cc(OC)c1OC	5	-10	0	0	1	2.2	-4	-0.6	-4
CCCC(=O)n1nc(-c2cccnc2)nc1NCc1ccc(OC)cc1	-5	-4	-1	4	22	0.6	-6	-0.1	-1
Cn1c(CC(=O)Nc2ccccc2)nnc1SCCOc1ccccc1	-3	5	-3	0	-5	0.5	-4	-0.1	-2

Going on with the list.
SMILES	PABP1 MLLE inh	NRP1-CendR mod	E coli Lon inh	MT1-MMP act inh	FAS TE block	MsrA inhibitor	SKN-1 block	Tb MetRS inh	MsrA act
COc1ccc(-n2c(-c3ccco3)nc3c(cnn3-c3ccc(C)cc3)c2=O)cc1	2	-7	-7	-3	24	0.8	9	-0.5	-5
C[C@@H]1CN([C@@H](C)CO)C(=O)c2cc(NS(=O)(=O)c3ccc(Cl)cc3)ccc2O[C@H]1CN(C)Cc1ccncc1	-2	-3	-12	-3	-14	-0.6	11	-0.2	-2
N[C@H]1C(O)O[C@H](CO)[C@@H](O)[C@@H]1O (stereo not given in full)	12	-20	9	0	-3	-0.6	-10	-0.7	-3
CC(=O)c1cccc(-c2ccnc3c2CC(C(=O)NCc2ccc(N4CCN(C)CC4)cc2)O3)c1 (stereo not given)	-2	5	-3	0	-3	0.3	-1	-0.4	-5
Cn1c(=O)c2c(nc(OC3CCCC3)n2C)n(C)c1=O	6	5	-15	3	-5	-0.5	0	-0.2	0
CCCCOc1ccc(-c2nnn(CC(=O)NCCc3c[nH]c4ccccc34)n2)cc1	0	12	5	10	2	1.1	12	-0.7	-2
Brc1ccc(OCc2cn3ccccc3n2)cc1	12	0	-10	5	4	-0.1	48*	0.1	-10
CC(C)(C)NS(=O)(=O)c1ccc(NS(C)(=O)=O)cc1	0	2	-1	7	-5	-1.4	-8	-0.9	-10
O=C(c1cc([N+](=O)[O-])ccc1N1CCCCC1)N1CCCCC1	1	-2	1	5	3	1.4	-4	0.5	-3
CCOc1ccccc1N1CCN(C(=O)Nc2cccc(Cl)c2)CC1	3	-5	-2	1	9	-1.6	0	-0.5	4
O=C(CCc1nnc(CCCCc2ccccc2)o1)NCc1cc(F)ccc1F	-8	-2	-10	-3	4	-1.2	10	-0.6	-6
CC(=O)c1cccc(NC(=O)/C(=C\c2cccnc2)NC(=O)c2ccc(C)cc2)c1	-7	3	-3	-4	-1	-0.7	18	-0.5	0
CCO[C@H]1OC(C(=O)NCc2nc3ccccc3[nH]2)=C[C@@H](c2ccc(Br)cc2)[C@@H]1CCCO	-2	-8	0	6	0	0.1	23	38*	-1
Cc1cc(C)n(-c2nnc(C)n2/N=C/c2ccccc2O)n1	2	-15	12	-1	-14	0.4	-3	0.0	-6
CN(CC(=O)NCCc1ccccc1)S(=O)(=O)c1cnc[nH]1	-4	-12	-10	2	-11	0.7	3	0.0	0
OCCN1CCN(c2ncnc3sc4c(c23)CCCC4)CC1	-10	-1	-18	-6	-4	0.9	-6	-0.5	-4
CCOC(=O)Cn1c(CN2CCc3ccccc3C2)nc2c1c(=O)n(C)c(=O)n2C	15	-5	-3	-6	-1	-0.9	-4	0.3	2
COc1cc2oc(=O)cc(CN3CCCCC3)c2cc1Cl	-23	-9	-9	3	13	-0.8	8	-0.6	-5
Nc1ccc(S(=O)(=O)NN=CC=Cc2ccccc2[N+](=O)[O-])cc1	-17	10	-9	-10	-4	1.9	8	-0.3	0
Cc1ccc(COn2nnc3ccc(S(=O)(=O)N4CCOCC4)cc32)cc1	0	2	0	-1	8	0.6	9	-0.3	0
COc1ccc(-c2nnc(N)s2)cc1OC	4	1	-15	2	-11	1.3	5	-0.4	-5
O=C(COC(=O)C1CCC(=O)N1)Nc1ccccc1Br (stereo not given)	0	-4	2	-2	-5	1.5	0	-0.1	-3
Cc1cc(C)c(S(=O)(=O)N(C)CC(=O)NCCCn2ccnc2)c(C)c1	-5	6	-7	1	-6	-0.2	-7	-0.8	-2
CCC(CC)C(=O)N(C)c1c(C)nc2c(OCc3ccc(Cl)cc3)cccn12	5	-14	11	-5	12	-1.3	1	-0.4	1
COc1cc(NC(=O)c2cc(-c3ccc(C)cc3)on2)cc(OC)c1OC	0	-9	-1	-3	-2	0.3	0	-0.5	1

4 structures already listed, ordered by molecular weight, largest number first.
SMILES	PABP1 MLLE inh	NRP1-CendR mod	E coli Lon inh	MT1-MMP act inh	FAS TE block	MsrA inhibitor	SKN-1 block	Tb MetRS inh	MsrA act
CC(=O)c1cccc(-c2ccnc3c2CC(C(=O)NCc2ccc(N4CCN(C)CC4)cc2)O3)c1 (stereo not given)	-2	5	-3	0	-3	0.3	-1	-0.4	-5
COc1ccccc1C1CCN(Cc2cccc(C(=O)N3CCC(O)CC3)c2)CC1	1	6	-4	-1	-4	·	0	-1.5	-7
CCOC(=O)c1cnc2nc(N3CCOCC3)nn2c1N	10	4	-2	-1	-10	-0.6	8	-0.8	-6
Cc1ccc(C(=O)N2CC(=O)Nc3ccccc32)o1	8	0	14	-4	-10	0.2	10	-0.4	0

Next structures
SMILES	PABP1 MLLE inh	NRP1-CendR mod	E coli Lon inh	MT1-MMP act inh	FAS TE block	MsrA inhibitor	SKN-1 block	Tb MetRS inh	MsrA act
CCOC(=O)[C@]12CCC=C1N(Cc1ccc(Cl)cc1Cl)C(=O)[C@H](CC(=O)NCc1ccc(OC)c(OC)c1)C2	·	-2	-3	12	12	-0.4	6	-0.7	-1
COc1ccccc1N1CCN(C(=O)c2ccc(S(=O)(=O)N3CCCCCC3)cc2)CC1	8	-6	-2	4	5	0.2	-20	-1.2	-5
NNc1nc2sc3c(c2c(=O)[nH]1)CCc1ccccc1-3	-16	5	-6	0	16	1.0	0	-0.4	-10
COn1c(=O)c(-c2cccc(Br)c2)[n+]([O-])c2ccccc21	-10	7	1	1	0	2.9	10	-1.2	-3
CC(C)OC(=O)C1C2C=CC3(CN(CC4CCCO4)C(=O)C13)O2 (stereo not given)	4	-3	-3	-3	-6	0.4	-14	-0.9	-4
COc1ccc(CN(CCO)CCO)cc1[N+](=O)[O-]	3	-4	-6	0	-4	1.4	-6	-0.6	-3
Cc1c(NC(=O)c2ccc(Br)o2)cccc1C(=O)O	7	-1	-5	1	-4	-1.0	2	-0.5	-6
O=C(NCc1ccccn1)C(=O)NN=C1CCCCCCCCCCC1	-12	-4	-3	0	8	1.7	-6	-0.4	-3
CCCc1nnc(SCC(=O)Nc2ccccc2F)o1	1	4	4	2	-2	-1.4	21	0.2	-2
CN1CCN(c2nc(-c3ccc(Br)cc3)nnc2-c2ccccc2)CC1	-7	1	5	-5	6	0.8	5	0.4	-4
C/C(=N\O)C(=O)NCCN(C)C	5	-11	-11	11	-9	0.2	7	0.9	-3
COc1ccc(O)c(CN2CCCC(N3CCc4ccccc4C3)C2)c1 (stereo not given)	-4	-13	0	-4	-6	0.1	19	1.0	-3

Profiles, looked up by structure:
Results for COc1ccccc1N1CCN(C(=O)c2ccc(S(=O)(=O)N3CCCCCC3)cc2)CC1 : PABP1 MLLE inh = 8; NRP1-CendR mod = -6; E coli Lon inh = -2; MT1-MMP act inh = 4; FAS TE block = 5; MsrA inhibitor = 0.2; SKN-1 block = -20; Tb MetRS inh = -1.2; MsrA act = -5
Results for CC(C)OC(=O)C1C2C=CC3(CN(CC4CCCO4)C(=O)C13)O2 (stereo not given) : PABP1 MLLE inh = 4; NRP1-CendR mod = -3; E coli Lon inh = -3; MT1-MMP act inh = -3; FAS TE block = -6; MsrA inhibitor = 0.4; SKN-1 block = -14; Tb MetRS inh = -0.9; MsrA act = -4
Results for CN1CCN(c2nc(-c3ccc(Br)cc3)nnc2-c2ccccc2)CC1 : PABP1 MLLE inh = -7; NRP1-CendR mod = 1; E coli Lon inh = 5; MT1-MMP act inh = -5; FAS TE block = 6; MsrA inhibitor = 0.8; SKN-1 block = 5; Tb MetRS inh = 0.4; MsrA act = -4

Screening data as filed in PubChem BioAssay.

Not a hit list; 4% or so of the library scored in one or more.
